# UBC13 polyUb: inhibitors of human UBC13 polyubiquitin chain formation | inhibition, % at 20 µM | TR-FRET | P61088 | 330,000 tested, 0.47% active; in the data active = inhibition above about 45%, passing the limit was not always enough
# Target sequence (P61088 whole entry, looked up): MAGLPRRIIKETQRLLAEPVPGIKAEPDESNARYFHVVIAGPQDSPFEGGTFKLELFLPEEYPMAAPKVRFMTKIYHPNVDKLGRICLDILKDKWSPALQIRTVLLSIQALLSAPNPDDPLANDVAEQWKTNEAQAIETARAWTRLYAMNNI
# CCR6 antagonist: antagonists of human CCR6 receptor; P51684; CHO-K1 CCR6 PathHunter beta-arrestin, luminescence, CCL20-stimulated; inhibition, % at 20 µM; 340,000 tested, 0.49% active;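 active = compounds whose inhibition of the agonist-driven luminescence signal at 20 µM reaches about 50%, limit read from the data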;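 note: cells stimulated with CCL20 at 14 nM final; plate controls were DMSO with CCL20 for no effect and DMSO without agonist for full effect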
# APJ antag: APJ receptor antagonism | CHO-K1 APJ beta-arrestin complementation, luminescence | inhibition, % at 20 µM | 330,000 tested, 0.32% active;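 active = inhibition above about 40% at 20 µM, limit read from the data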;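 note: cells challenged with 10 nM apelin-13 agonist together with compound; plate controls were apelin-13 plus DMSO wells for no effect and DMSO wells lacking apelin-13 for full effect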
# EBI2 block: blocks human EBI2 receptor beta-arrestin signaling | inhibition, % at 5 µM | 360,000 tested, 0.81% active | EBI2 beta-arrestin recruitment, luminescence, 7a,25-OHC stimulated | AID 651636; in the data active = inhibition above about 38%;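 note: enzyme fragment complementation signal reports receptor beta-arrestin coupling in cells; 0% = agonist plus DMSO wells and 100% = wells without agonist; some results beyond the cut were filed as inactive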
# Target sequence (P32249 whole entry, looked up, the tested form may be a part): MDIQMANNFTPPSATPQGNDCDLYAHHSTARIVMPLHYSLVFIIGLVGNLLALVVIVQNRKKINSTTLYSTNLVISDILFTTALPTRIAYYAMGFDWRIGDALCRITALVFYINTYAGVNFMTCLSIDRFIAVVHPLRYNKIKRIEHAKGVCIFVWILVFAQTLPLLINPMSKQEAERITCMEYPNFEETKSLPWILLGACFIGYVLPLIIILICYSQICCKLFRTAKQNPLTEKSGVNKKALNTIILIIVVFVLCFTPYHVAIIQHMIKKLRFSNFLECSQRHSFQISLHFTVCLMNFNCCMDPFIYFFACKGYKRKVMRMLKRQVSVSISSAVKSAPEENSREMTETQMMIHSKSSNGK
# Gli-Sufu block: blocks Gli-Sufu signaling in a luciferase reporter; Sufu-KO-LIGHT fibroblasts, Gli luciferase reporter luminescence; 340,000 tested, 0.74% active; inhibition, % at 5 µM;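 active = inhibition above about 55%, limit read from the data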;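 note: 0% = DMSO-treated cells and 100% = wells with medium but no cells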
# ATG4B inh: ATG4B (human) cysteine protease inhibition; Q9Y4P1; 340,000 tested, 0.51% active; ATG4B cleavage of LC3-PLA2, NBD-HPC fluorescence, 1 h; inhibition, % at 8.33 µM; in the data active = inhibition above about 40%
# APJ ag: APJ receptor agonism | P35414 | CHO-K1 APJ PathHunter beta-arrestin, luminescence; 0% DMSO wells, 100% apelin | activation, % at 20 µM | 330,000 tested, 0.11% active | AID 2520;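 active = activation more than six SD over the plate average, tested at 20 µM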;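 note: 0% = DMSO alone and 100% = apelin-13 at 10 nM; some results filed as inactive read as strong as hits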
#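 Material: engineered CHO-K1 APJ arrestin reporter cells; amount: 1000 CHO-K1 reporter cells seeded per well; incubation: compound stimulation 90 min at 25 °C, detection 60 min; signal: luminescent beta-gal fragment complementation, chemiluminescent substrate; read-out basis: APJ agonist activity; controls: DMSO-only wells as negative, 10 nM Apelin-13 as positive control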
# CXCR6 block: blocks human CXCR6 beta-arrestin recruitment; CHO-K1 PathHunter CXCR6 beta-arrestin, luminescence; O00574; 360,000 tested, 0.36% active; inhibition, % at 20 µM; in the data active = inhibition above about 34%, passing the limit was not always enough;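 note: antagonist mode with CXCL16 agonist at 10 nM final; 0% = 10 nM CXCL16 with DMSO and 100% = unstimulated wells without agonist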
# Target sequence (O00574 whole entry, looked up): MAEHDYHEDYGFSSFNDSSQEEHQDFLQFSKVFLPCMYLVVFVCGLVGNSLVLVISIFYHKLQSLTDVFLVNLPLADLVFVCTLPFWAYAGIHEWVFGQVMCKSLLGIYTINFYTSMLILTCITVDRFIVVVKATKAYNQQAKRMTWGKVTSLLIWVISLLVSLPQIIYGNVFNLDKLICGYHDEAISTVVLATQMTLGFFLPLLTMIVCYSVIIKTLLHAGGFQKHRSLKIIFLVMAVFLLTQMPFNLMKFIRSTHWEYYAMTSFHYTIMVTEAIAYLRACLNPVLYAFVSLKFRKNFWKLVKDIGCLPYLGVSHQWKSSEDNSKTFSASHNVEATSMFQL
# The depositor's hits bear a star; / = not tested or not shown.
SMILES,UBC13 polyUb,CCR6 antagonist,APJ antag,EBI2 block,Gli-Sufu block,ATG4B inh,APJ ag,CXCR6 block
COCc1cc([C@@H]2C[C@H]3CN(c4ccccc4)C(=O)[C@]34CCCN24)ccc1OC,-6,10,-1,-7,12,3,-4,0
NC(=O)[C@@H]1CCCN1Cc1nc(Cc2ccccc2Cl)no1,-4,-1,8,-3,-21,-27,-3,-4
O=C(Cn1nnc(-c2ccccc2F)n1)Nc1ccc2c(c1)OCO2,1,9,17,-9,-10,4,-2,-2
Cc1ccccc1C(=O)Nc1cc(NC(=O)c2ccccc2C)cc(C(=O)O)c1,4,-1,-3,-10,-13,5,-2,-5
CC1(c2ccccc2)NC(=O)N(CC(=O)Nc2cc(C(F)(F)F)ccc2N2CCCCC2)C1=O (stereo not drawn),/,9,/,15,6,-10,/,-4
COc1cc(/C=N\NC(=O)CNC(=O)C(c2ccccc2)c2ccccc2)ccc1O,25,3,2,14,3,-9,-2,1
COc1ccc(C(CNc2nc(-c3cccnc3)nc3ccccc23)N(C)C)cc1 (stereo not drawn),8,30,16,13,5,-7,1,-8
Cc1ccc(Cl)cc1NC(=O)CN1CCOCC1,7,6,7,-13,0,-3,2,0
O=C(Nc1nc(-c2cccc([N+](=O)[O-])c2)cs1)C(c1ccccc1)c1ccccc1,-17,32,-22,15,1,-5,2,8
O=C(Nc1cccnc1)OC1CCCCC1,-8,-1,10,3,-4,-7,1,-9
CCCn1nc(NS(=O)(=O)c2ccccc2)c2cc3cc(C)ccc3nc21,-7,27,8,-8,6,5,-2,11
O=[N+]([O-])c1ccc(S(=O)(=O)Nc2ccc3c(c2)OCCO3)cc1,-8,-14,-43,5,4,-3,6,-6
O=C(C1CCN(S(=O)(=O)c2ccccc2)CC1)N1CCCCC1,-2,11,12,-1,-8,-3,-4,2
O=C(CC(c1ccco1)C1CCCCC1=O)c1ccccc1 (stereo not drawn),4,4,17,3,-3,-6,-2,6
CC1CC(C)CN(C(=O)CCn2c(=O)oc3ccccc32)C1 (stereo not drawn),2,2,0,-6,6,-7,-5,-7
COCCCNCCCOc1ccc(Cl)cc1Br,0,0,4,2,-7,-3,-1,2
CC(=O)c1c(C)[nH]c(C(=O)Nc2cc(S(=O)(=O)N(C)C)ccc2C)c1C,7,-2,-2,11,10,6,-4,-5
COc1ccc(N2C(=O)CC(NNC(=O)c3ccco3)C2=O)cc1 (stereo not drawn),-5,12,0,4,-7,-4,-1,2
O=C(CSc1ncn[nH]1)c1ccc(OC(F)F)cc1,13,-5,3,-15,1,-5,-5,1
COc1cccc(-n2nnc3c(=O)n(Cc4cccc(F)c4)cnc32)c1,-4,18,6,7,-8,-9,-1,1
Nc1c(C(=O)CSc2nnc(-c3ccccc3F)o2)c(=O)[nH]c(=O)n1C1CC1,-4,-4,5,-14,17,-7,-3,-1
CN(C(=O)Cn1cnc2ccccc2c1=O)C1CCS(=O)(=O)C1 (stereo not drawn),-3,-9,8,-4,-13,2,-4,-3
Cc1cccc(NS(=O)(=O)c2cnc(Cl)c(Br)c2)n1,6,12,5,-7,10,2,-2,-3
CCN1CCN(CCNC(=O)c2ccc(/C=C3/Sc4ccccc4N(Cc4ccccc4C)C3=O)cc2)CC1,/,19,/,15,8,3,/,-4
COc1cccc(NC(=O)CN(C)CC(=O)Nc2ccc(Br)cc2)c1,8,-7,-1,3,2,-9,3,-4
CC(=O)Nc1sc2c(c1-c1nc3ccccc3s1)CCN(C(C)C)C2,60*,1,5,13,-27,-8,-6,1
N=C1/C(=C\c2coc3ccc(O)cc3c2=O)C(=O)N=C2SC=CN12,-26,6,-47,-4,-12,-11,1,2
CC(=O)Nc1sc(C)c(C)c1C(=O)OCC(=O)N(C)c1c(N)n(Cc2ccccc2)c(=O)[nH]c1=O,5,10,16,-1,-6,-12,-5,0
COc1ccc(COC(=O)CCc2c[nH]c3ccccc23)cc1F,-4,-12,9,-6,3,-4,-4,2
CCC(C)NC(=O)CCCc1ccccc1 (stereo not drawn),2,-11,17,-4,-16,-7,3,-5
O=C(Nc1ncc(Cc2cccc(Cl)c2Cl)s1)c1ccc([N+](=O)[O-])cc1,-22,25,-4,-3,-3,8,-2,8
Cc1ccc(S(=O)(=O)N2C(=O)C(c3ccccc3)SC2=Nc2ccccc2)cc1 (stereo not drawn),-1,11,28,3,-6,-8,-5,6
CCOC(=O)c1c(C)nc2c(c1C)/C(=N/O)CC(C)(C)C2,0,0,-10,-10,3,-16,-2,0
C[C@H]1CCC[C@]2(C)C[C@H]3OC(=O)C(CN4CCCCCC4)[C@H]3C=C12 (stereo partly drawn),12,5,-3,-37,-4,-9,-2,-1
COc1ccc(C2CC(=O)c3c(ccc4ccccc34)N2)cc1OC (stereo not drawn),-1,5,3,-10,9,0,-2,3
COCC(=O)NC1CC(C)(C)Cc2c1cnn2-c1ccc(F)cc1 (stereo not drawn),-4,12,-22,-7,-1,8,-1,-1
O=C(NCc1ccccc1F)C1CCCN1C(=O)NCc1ccccc1 (stereo not drawn),5,-2,-5,1,-3,-17,-6,-12
CCS(=O)(=O)N1CCN(C(=O)COc2ccc(-c3ccccc3)cc2)CC1,5,-6,-4,20,7,-9,-4,-4
C=C(C)C(=O)Nc1cccc(C2=NOC3(C2)C[C@@H](C(N)=O)N(C(=O)CCCCC)C3)c1 (stereo partly drawn),-54,6,4,/,-9,-3,-4,/
COc1ccc(-c2noc(CN(C)C3CCOCC3)n2)cc1,0,5,-13,-8,4,6,1,4
O=C(Nc1ccc(F)cc1F)NC1CCN(S(=O)(=O)c2ccc(F)cc2)CC1,-8,5,-24,-1,17,2,-7,-6
Cn1c(SCC(=O)NC2CCCCC2)nnc1-c1ccccn1,-19,7,-12,-8,7,-5,6,9
O=C(CNc1cccc2ccccc12)N/N=C/c1ccc(OC(=O)/C=C/c2ccco2)cc1,/,13,/,8,6,-5,/,-1
CCOC(=O)Cc1csc(NC(=O)Nc2ccccc2)n1,8,15,-5,-9,-15,-17,-2,4
COC(=O)CNC(=O)CCC(=O)N1CCN(C(c2ccccc2)c2ccccc2)CC1,0,-4,-12,8,-12,0,1,3
Cc1cccc(/C=C/c2onc(C)c2S(=O)(=O)N2CCC(C(=O)NC(C)(C)C)CC2)c1,0,20,12,1,-3,-4,-3,14
O=S(=O)(c1ccc(Cl)cc1)N1CCC(O)(CN2CCN(Cc3ccccc3)CC2)CC1,3,-6,3,5,39,-13,-1,-5
CCn1c(SCC(=O)N2CCCCC2C)nnc1-c1ccc(S(=O)(=O)N2CCN(C)CC2)cc1 (stereo not drawn),3,9,-1,-11,-5,2,-1,3
Cc1ccc(Nc2nc(C(=O)NCc3ccco3)cs2)cc1,1,15,-5,17,1,9,0,-1
CC(=O)Nc1ccc(NC(=O)C(c2ccccc2)c2ccccc2)cc1,7,0,21,5,2,-2,-4,2
O=C(NS(=O)(=O)Nc1ccc(Cl)cc1)c1c[nH]c2ccccc12,2,6,7,3,-13,0,-1,-4
CN=C(c1ccccc1)c1c(C)cccc1C,-7,5,4,0,0,1,0,6
COC(=O)C1=C(C)NC(C)=C(C(=O)OC)C1c1ccc(OC(=O)c2oc3ccccc3c2C)c(OC)c1,8,7,8,12,-13,10,-4,2
O=S(=O)(c1cc(C(F)(F)F)ccc1Cl)N1CCN(c2ccccn2)CC1,6,5,-2,4,-2,2,-2,-2
Cc1cc(NC(=O)C2CC(c3c(F)cccc3Cl)=NO2)n(-c2ccccc2)n1 (stereo not drawn),6,9,9,1,1,-7,-2,4
CC(=O)Nc1cccc(OCc2ccc(F)cc2)c1,6,8,-11,6,-15,1,-3,3
CN(C)S(=O)(=O)c1cccc(COC(=O)c2ccc3c(c2)OCO3)c1,-8,10,-9,4,2,-9,-2,-8
O=C(CN1C(=O)/C(=C\C=C\c2ccccc2)SC1=S)Nc1ccc(F)cc1,-23,20,1,-5,-17,-2,0,-9
O=C(Nc1cccc(NC(=O)c2ccc(-c3ccc(Br)cc3)o2)c1)c1ccco1,6,-6,-2,14,-10,24,2,9
CC1(C)Cc2c(c(N3CCOCC3)nc3sc4c(=O)[nH]cnc4c23)CS1,50*,9,14,1,6,-15,-3,6
# Continued:
SMILES,UBC13 polyUb,CCR6 antagonist,APJ antag,EBI2 block,Gli-Sufu block,ATG4B inh,APJ ag,CXCR6 block
CCOc1cc([N+](=O)[O-])c2nc(N)sc2c1,-34,11,7,4,-5,0,-3,-4
Cc1nnc(NC(=O)CCn2cnc3ccccc3c2=O)s1,-10,11,11,-1,-2,1,0,-3
O=C(NC1c2ccccc2Oc2ccccc21)c1ccc([N+](=O)[O-])cc1,/,9,/,-11,3,5,/,-7
CC(=O)Nc1ccc(N(C(=O)CNC(=O)c2ccco2)C(C(=O)NC2CCCC2)c2ccco2)cc1 (stereo not drawn),6,12,4,8,8,10,-3,-6
COC(=O)[C@]1(C)N[C@H](CN(C)C(C)=O)[C@@H]2C(=O)N(C)C(=O)[C@@H]21,6,0,-4,-6,-1,-9,-3,5
O=C(COC(=O)c1cc([N+](=O)[O-])ccc1N1CCOCC1)NCc1ccc(Cl)cc1Cl,-12,26,5,9,11,-2,0,10
Fc1ccc(Cn2nnnc2CN2CCc3ccccc3C2)cc1,9,-1,18,32,0,-5,-2,4
O=C(C1CCN(C2CCN(C/C(Cl)=C/c3ccccc3)CC2)CC1)N1CCOCC1,10,7,1,-6,9,-8,-1,2
O=C(O)C1CCN(C(=O)CCN2C(=O)S/C(=C\c3ccccc3)C2=O)CC1,-6,11,8,0,6,0,0,0
O=C(NCCCc1ccc(F)cc1)C1CCC(=O)N(CC2CCCCC2)C1 (stereo not drawn),-7,8,-4,-1,-8,8,-9,3
O=C(CC12CC3CC(CC(C3)C1)C2)NCc1ccco1,0,-7,-11,-3,-3,-11,-7,-11
O=c1[nH]nc(-c2ccccc2)cc1-c1ccccc1,5,16,17,10,3,-2,-7,0

# Overlap with the part before: seven entries, followed by the next part.
SMILES,UBC13 polyUb,CCR6 antagonist,APJ antag,EBI2 block,Gli-Sufu block,ATG4B inh,APJ ag,CXCR6 block
O=C(COC(=O)c1cc([N+](=O)[O-])ccc1N1CCOCC1)NCc1ccc(Cl)cc1Cl,-12,26,5,9,11,-2,0,10
Fc1ccc(Cn2nnnc2CN2CCc3ccccc3C2)cc1,9,-1,18,32,0,-5,-2,4
O=C(C1CCN(C2CCN(C/C(Cl)=C/c3ccccc3)CC2)CC1)N1CCOCC1,10,7,1,-6,9,-8,-1,2
O=C(O)C1CCN(C(=O)CCN2C(=O)S/C(=C\c3ccccc3)C2=O)CC1,-6,11,8,0,6,0,0,0
O=C(NCCCc1ccc(F)cc1)C1CCC(=O)N(CC2CCCCC2)C1 (stereo not drawn),-7,8,-4,-1,-8,8,-9,3
O=C(CC12CC3CC(CC(C3)C1)C2)NCc1ccco1,0,-7,-11,-3,-3,-11,-7,-11
O=c1[nH]nc(-c2ccccc2)cc1-c1ccccc1,5,16,17,10,3,-2,-7,0
Cc1ccc(S(=O)(=O)c2c(C)cc(-c3ccccc3)[nH]c2=O)cc1,2,-18,-5,-11,6,1,0,-15
CCc1cccc(CC)c1-n1c(SCn2nnc3ccccc3c2=O)nnc1-c1cccnc1,4,20,-14,-4,-14,4,4,9
Cc1nn(CC2CCCCC2)c(N)c1-c1ccccc1,9,12,9,-10,-4,13,-4,0
CC(C)(C)[C@@H]1CCC(=O)N(CC[C@H](N=[N+]=[N-])c2ccccc2)CC1,-10,17,1,13,3,-2,-3,2
COc1ccc(S(=O)(=O)N2CC(C)N(S(=O)(=O)c3ccc(OC)cc3)CC2C)cc1 (stereo not drawn),5,-11,2,/,1,-8,-2,/
CCOC(=O)C1=C(CSc2nc(C)cc(C)c2C#N)OC(N)=C(C#N)C1c1cccs1 (stereo not drawn),-1,-1,15,/,0,-14,7,/
C=CCNCCOc1ccc(C)cc1[N+](=O)[O-],2,-7,10,-4,12,11,0,-8

# Source: PubChem BioAssay
